Compound activity (PubChem BioAssay)
SIAE inh: human SIAE inhibitors, primary screen, biochemical, fluorescence polarization, FP-Rh probe, 1536-well HTS; SIAE FP-Rh probe binding; inhibition, % at 9.66 µM; Sialate O-acetylesterase (Homo sapiens), Q9HAT2; 370,000 tested, 0.69% active;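 active means inhibition above a cutoff: mean of compounds within the control limits plus 3 SD of those, cut at about 17% in these data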;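 further: 0% = plate median of compound wells and 100% = probe without SIAE protein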
Target sequence (Q9HAT2 whole entry, looked up): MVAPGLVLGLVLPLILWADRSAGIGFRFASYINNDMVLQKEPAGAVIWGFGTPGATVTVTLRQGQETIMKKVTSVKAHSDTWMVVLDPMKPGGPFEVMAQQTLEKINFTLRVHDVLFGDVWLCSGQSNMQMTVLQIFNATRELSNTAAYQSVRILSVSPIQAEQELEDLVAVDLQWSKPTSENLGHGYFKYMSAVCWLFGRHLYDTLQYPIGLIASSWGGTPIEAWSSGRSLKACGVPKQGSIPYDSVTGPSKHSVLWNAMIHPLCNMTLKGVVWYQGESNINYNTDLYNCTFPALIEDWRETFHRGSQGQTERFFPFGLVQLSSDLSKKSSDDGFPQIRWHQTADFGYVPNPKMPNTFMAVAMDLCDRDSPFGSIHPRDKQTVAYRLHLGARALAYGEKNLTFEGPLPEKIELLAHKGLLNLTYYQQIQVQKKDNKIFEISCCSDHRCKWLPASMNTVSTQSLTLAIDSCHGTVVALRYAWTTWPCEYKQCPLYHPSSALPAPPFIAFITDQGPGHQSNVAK
MBD2 DNA inh: inhibitors of MBD2 binding to methylated DNA, primary screen, biochemical, TR-FRET, DNA-binding domain, human; Methyl-CpG-binding domain protein 2 (Homo sapiens), Q9UBB5; MBD2 binding to methylated oligonucleotide; inhibition, % at 4.4 µM; 370,000 tested, 0.31% active; in the data active means inhibition above about 13%
proKLK7 act: proKLK7 zymogen activators, primary screen, biochemical, fluorescence intensity; Kallikrein-7 (Homo sapiens), P49862; purified proKLK7, EDANS-DABCYL substrate fluorescence; 100% is mature enzyme control, 0% vehicle; 370,000 tested, 0.9% active; activation, % at 7 µM;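 active means activation above the mean of all tested compounds plus 3 SD, computed per campaign excluding outliers beyond control limits, cut at about 13% in these data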
Target sequence (P49862 whole entry, looked up): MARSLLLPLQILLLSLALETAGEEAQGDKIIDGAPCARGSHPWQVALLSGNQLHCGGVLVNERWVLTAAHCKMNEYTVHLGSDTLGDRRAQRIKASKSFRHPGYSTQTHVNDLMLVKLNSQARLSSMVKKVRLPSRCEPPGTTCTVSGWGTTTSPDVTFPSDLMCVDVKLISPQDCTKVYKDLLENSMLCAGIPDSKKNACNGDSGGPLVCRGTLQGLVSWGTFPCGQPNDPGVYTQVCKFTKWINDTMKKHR
TCR CD3 inh: inhibitors of human TCR-CD3 interaction, primary screen, biochemical, fluorescence, TAMRA-labeled TCR probe | T-cell receptor (TCR) | inhibition, % at 9.4 µM | 360,000 tested, 0.37% active; in the data active means inhibition above about 19%;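 further: recombinant mutant TCR 2C K166C tagged with TAMRA read by polarization; 0% = receptor in buffer alone and 100% = receptor with positive control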
Tn7 DDE FP: inhibitors of Tn7 peptide binding to fibrin DD(E), primary screen, biochemical, fluorescence polarization, human fibrin, Tn7 probe | FP displacement of FITC-Tn7 peptide from fibrin DD(E); 0% = median of compound wells per plate | inhibition, % at 8.3 µM | 370,000 tested, 0.13% active;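 active means inhibition above the mean of compounds falling within the control limits plus 3 SD of them, cut at about 14% in these data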;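 further: 0% = plate median of compound wells and 100% = 10 µM Aha-Tn7 peptide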
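Assay system: Fibrin-DD(E) protein isolated from polymerized human fibrin clots; read-out basis: percent inhibition; medium: Tris/NaCl/CaCl2 buffer, pH 7.8; signal: FP measurement; incubation: 10 min plus 3 h, room temperature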
TDP2 absorb: human TDP2 enzyme inhibitors, primary screen, biochemical, epi absorbance, recombinant enzyme; T5PNP hydrolysis, p-nitrophenol absorbance 415 nm; inhibition, % at 12.8 µM; 370,000 tested, 0.34% active;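 active means inhibition above the mean of all tested compounds plus 3 SD, set per campaign, cut at about 25% in these data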;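 further: 0% = DMSO with enzyme and 100% = buffer with substrate but no TDP2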
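Material: recombinant human TDP2; quantity: TDP2 enzyme at 120 nM final; medium: Tris-HCl pH 7.5 with MgCl2; compound: single concentration, 12.8 µM nominal, with 1% DMSO; incubation: 2 h enzyme incubation at 37 °C; signal: epi absorbance; measure: percent inhibition; benchmarks: high control without enzyme, low control DMSO plus TDP2; repeats: singlicate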
UHRF1 binding: UHRF1 methylated DNA binding inhibitors, primary screen, counter-screen for MBD2 inhibitor project, biochemical, TR-FRET, human UHRF1, single concentration | E3 ubiquitin-protein ligase UHRF1 (Homo sapiens), Q96T88 | UHRF1 binding to methylated oligo | inhibition, % at 4.4 µM | 370,000 tested, 0.75% active | AID 687016, 2013; in the data active means inhibition above about 21%;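 further: UHRF1 SRA domain binding a hemimethylated CpG hairpin DNA probe; 0% = median of test compound wells and 100% = reference inhibitor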
DDE Tn6 FP inh: inhibitors of Tn6 peptide binding to fibrin DD(E), primary screen, biochemical, fluorescence polarization, human fibrin, Tn6 probe | Fibrinogen beta chain (Homo sapiens), P02675 | Fibrin DD(E) TRITC-Tn6 fluorescence polarization displacement | inhibition, % at 8.3 µM | 370,000 tested, 0.21% active | AID 720509, 2013;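 active means inhibition above a per-campaign cutoff: mean of compounds within control limits plus 3 SD, cut at about 15% in these data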;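 further: 0% = median of all compound wells on the plate and 100% = blocking peptide control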
PRMT1 inh: PRMT1 methyltransferase inhibitors, primary screen, biochemical, fluorescence polarization | inhibition, % at 2.79 µM | recombinant PRMT1, activity-based probe fluorescence polarization | Protein arginine N-methyltransferase 1 (Homo sapiens), Q99873 | AID 652257, 2013 | 370,000 tested, 1.3% active;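 active means inhibition above about 21% made by adding two undisclosed values, limit read from the data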
LEDGF integ inh: blockers of LEDGF/p75-dependent integrase strand transfer – biochemical, TR-FRET, high throughput, primary screen. HIV-1 integrase (with human LEDGF/p75). TR-FRET IN-LEDGF/p75 DNA integration, Eu/Cy5. inhibition, % at 3.7 µM. 370,000 tested, 0.64% active. AID 743269, 2014;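 active means inhibition above the screen-wide mean plus 3 SD, cut at about 13% in these data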;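 further: signal is the Cy5 over europium emission ratio at 671 and 618 nm; 0% = plate median of compound wells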
* marks the source's active call; other numbers are inactive results. Rows were taken by chance; about 4.6% have a hit in one of these screens.

SMILES	SIAE inh	MBD2 DNA inh	proKLK7 act	TCR CD3 inh	Tn7 DDE FP	TDP2 absorb	UHRF1 binding	DDE Tn6 FP inh	PRMT1 inh	LEDGF integ inh
Cc1cc(C)c(NC(=S)N(CCCN2CCN(C)CC2)Cc2cccs2)c(C)c1	-2	3	0.3	2	2	10	-2	1	-4	2
Cc1ccc(-n2nc(-c3ccccc3)cc2Nc2ccccc2N)cc1	8	0	-0.5	6	0	-7	0	7	-1	-3
CC(=O)c1ccc(S(=O)(=O)Nc2cc3c(cc2C(C)=O)OCO3)cc1	2	4	-0.5	-2	-7	-1	2	-2	2	-1
O=C1c2ccccc2C(=O)c2c(NCc3cccnc3)cccc21	-9	1	-0.6	-11	1	7	-2	6	1	-1
CCCc1cc(=O)[nH]c2nnc(SCC(=O)NC3CCCC3)n12	5	6	0.1	4	5	-7	1	-4	-3	-4
Cc1cccc(N2CCN(C(=O)c3cccc(S(=O)(=O)N4CCCCC4)c3)CC2)c1C	-1	1	-0.3	4	0	2	0	9	-2	-1
O=C(O)C1C2CCC(CC2)C1C(=O)N1CCN(Cc2ccc(F)cc2)CC1 (stereo not given)	-7	2	0.2	-8	4	-2	5	-3	3	-1
CCOc1ccc(C(=O)NCC(=O)NCC(c2ccc(OC)cc2)N2CCCC2)cc1 (stereo not given)	-10	0	-0.7	12	-9	0	-2	2	0	3
COc1ccc(C2NCCc3cc(OC)c(OC)cc32)cc1OC (stereo not given)	-1	6	3.2	1	-1	-7	17	5	1	0
Cn1c(=O)c2c(nc3n2CCCN3CCc2ccccc2)n(C)c1=O	1	-4	0.1	7	2	-8	0	8	0	1
CC(C)Oc1ccc(S(=O)(=O)N2CCCCC2)cc1NC(=O)C1=NN(c2ccccc2)C(=O)CC1	8	-1	-0.5	4	-5	6	0	-3	-3	-4
OC(c1cc(Cl)cc(Cl)c1)c1ncc(-c2cccc(F)c2)[nH]1 (stereo not given)	-8	1	0.2	-8	-1	0	-1	7	6	-6
COc1ccc2ccccc2c1CN1CCSCC1	-7	5	0.2	-7	-2	4	0	1	2	0
COc1ccc(C(=O)N2CCN(C)C(=O)[C@@H]2C)cc1OC1CCN(C(C)C)CC1	10	-6	0.2	2	0	17	-1	2	0	-2
O=C(O)c1ccc(COc2ccc3c4c(c(=O)oc3c2)CCC4)o1	-2	-4	-1.0	1	-3	0	0	2	1	0
CCOC(=O)C(CC(C)C)CP(=O)(O)CNC(=O)OCc1ccccc1 (stereo not given)	-1	5	0.1	2	-1	7	0	0	-1	1
COc1cccc(/C=C2/SC(=O)N(CC(=O)N3CCc4ccccc4C3)C2=O)c1OCC(=O)O	-4	1	-0.5	-1	-7	0	-4	-7	3	4
Cc1ccc(C(=O)c2c(NC(=O)c3ccncc3)sc3c2CCCC3)cc1	0	-5	-0.1	-1	-2	5	0	-13	-1	2
Cn1c(SCC(=O)N2c3ccccc3CCc3ccccc32)nnc1-c1ccc(O)cc1	6	1	0.6	6	-5	0	0	8	-2	3
CCc1nnc(NC(=O)c2ccc(S(=O)(=O)N(CCOC)CCOC)cc2)s1	3	-6	-0.1	3	10	5	-1	-3	-3	3
Cc1ccc2c(c1)N(CC(=O)N1CCCCC1)C(=O)CO2	-3	2	-0.6	7	-5	18	2	6	-2	1
CCOc1ccc(NC(=O)COC(=O)c2n[nH]c3ccccc23)cc1	1	-8	-1.2	2	4	7	-1	0	-6	1
c1ccc(-c2ncc(CN3CCN(c4ccccn4)CC3)[nH]2)cc1	6	-5	-0.8	-5	7	-9	1	1	-7	6
COc1cc(=O)[nH]c(SC(C)C(=O)Nc2nc3c(s2)CCCC3)n1 (stereo not given)	-3	2	-0.4	4	-3	1	-1	-8	-5	1
CCCCn1c(N)c(N(C)C(=O)c2cc3c(s2)CCCCC3)c(=O)[nH]c1=O	0	1	0.3	-7	-3	-10	1	-4	-3	1

The listing continues:
SMILES	SIAE inh	MBD2 DNA inh	proKLK7 act	TCR CD3 inh	Tn7 DDE FP	TDP2 absorb	UHRF1 binding	DDE Tn6 FP inh	PRMT1 inh	LEDGF integ inh
CC(C)C[C@H](NC(=O)c1cc2cc(Cl)ccc2n1C)C(=O)N1CCC(C(=O)O)CC1	0	-1	0.0	0	3	10	0	-5	0	1
CC1CCN=C(N)S1 (stereo not given)	4	7	0.7	-4	-1	-1	0	1	-1	-2
CCn1ncc2c(=O)c(C(=O)c3ccccc3)c[nH]c21	4	2	0.0	-1	1	10	-2	4	1	0
Cc1noc(NS(=O)(=O)c2ccc(NC(=O)c3ccc(N(C)C)cc3)cc2)c1C	-1	1	1.3	-2	-8	6	-2	-4	-1	6
O=C(c1noc2c1CCCC2)N1CCCCC1	-7	-5	-0.6	-4	4	7	0	-2	4	2
O=C1NCCN(Cc2ccoc2)C1CC(=O)N(Cc1ccccc1)CC1CCC1 (stereo not given)	-2	-2	-0.1	7	-1	5	-1	6	-1	0
CCCNC(=O)c1onc(CSc2ccc(F)cc2)c1C(=O)NCCC	5	3	-0.2	2	8	-3	-2	5	-2	0
CCCCOc1cccc(-c2nnc(N)s2)c1	-3	2	-0.1	-9	-1	-6	-3	-2	-4	8
O=C(C1CCCO1)N1CCN(C(=S)Nc2ccc(Cl)cc2)CC1 (stereo not given)	0	2	0.4	10	1	2	2	0	0	-3
CCOC(=O)C1(C)CCN1C(=O)c1ccco1 (stereo not given)	-1	3	-0.1	-1	2	9	0	-5	2	-3
O=C(O)[C@H](Cc1ccccc1)N1Cc2ccccc2C1=O	-13	-1	0.1	-8	1	1	3	5	-1	6
CCCC(O)(c1ccc(OC)cc1)C(CN1CCOCC1)c1ccccc1 (stereo not given)	1	2	0.7	2	-2	5	-1	6	-1	-4
CCCCNC(=O)c1c(C)cc(=O)oc1C	14	3	0.1	-1	6	19	-6	-2	-3	1
CCC(=O)Nc1cccc(NC(=O)c2cc3ccccc3o2)c1	-2	1	0.6	10	0	-7	0	3	1	3
Cc1cccc(S(=O)(=O)N2CCCc3ccccc32)c1	3	11	-0.1	2	10	-11	5	-3	7	0
C/C(=N\NC(=S)NCCc1ccccc1)c1ccc(O)cc1O	17*	0	-0.9	28*	0	-12	0	2	2	-5
CCOC(=O)c1c(N)sc2c(OCC)c(Br)ccc12	-1	-1	-1.8	-8	0	-4	11	-2	2	0
CCCCNC(=O)c1c(O)c2cccc3c2n(c1=O)CCC3	-4	3	-0.3	2	8	3	1	2	4	0
COc1ccc(NC(=O)Nc2cccc(Cl)c2Cl)c(OC)n1	3	0	-0.3	-8	5	6	2	1	0	1
Cc1cc(N2CCCCC2)nc2ccc(NC(=O)c3ccc(Br)o3)cc12	0	1	1.3	-5	4	-2	1	-1	1	-2
COc1ccc2nc(NC(=O)CS(=O)(=O)c3ccc(C)cc3)sc2c1	5	4	-0.2	-3	-3	7	1	1	-1	-1
COc1ccc(CCNC(=O)CSC2=Nc3ccccc3C3=NC(C(C)C)C(=O)N23)cc1OC (stereo not given)	-7	-2	-0.7	6	4	3	-2	3	3	1
CSc1nc2nccc(-c3ccc(-c4ccccc4)cc3)n2n1	-16	0	-7.0	11	-2	-4	-2	3	-2	1
CCOc1ncccc1C(=O)OCC(=O)Nc1cc(S(=O)(=O)N2CCCCC2)ccc1Cl	-2	-1	0.4	-8	5	-7	7	1	-2	1
O=C(COC(=O)/C=C/c1cccc(Br)c1)NC1CC1	-10	1	-0.4	-2	0	-2	1	3	1	3

Record cards (already shown):
CCCCOc1cccc(-c2nnc(N)s2)c1 in the list: SIAE inh = -3; MBD2 DNA inh = 2; proKLK7 act = -0.1; TCR CD3 inh = -9; Tn7 DDE FP = -1; TDP2 absorb = -6; UHRF1 binding = -3; DDE Tn6 FP inh = -2; PRMT1 inh = -4; LEDGF integ inh = 8
CCOC(=O)C1(C)CCN1C(=O)c1ccco1 (stereo not given) in the list: SIAE inh = -1; MBD2 DNA inh = 3; proKLK7 act = -0.1; TCR CD3 inh = -1; Tn7 DDE FP = 2; TDP2 absorb = 9; UHRF1 binding = 0; DDE Tn6 FP inh = -5; PRMT1 inh = 2; LEDGF integ inh = -3

The list continues:
SMILES	SIAE inh	MBD2 DNA inh	proKLK7 act	TCR CD3 inh	Tn7 DDE FP	TDP2 absorb	UHRF1 binding	DDE Tn6 FP inh	PRMT1 inh	LEDGF integ inh
Cc1cccc(-c2ncc(S(=O)(=O)C(C)(C)C)c(N)n2)c1	-6	1	0.5	-8	-4	-8	2	5	8	-11
CCOCC(=O)Nc1cc(C(=O)NCCc2ccccc2)ccc1Cl	0	-3	0.0	7	7	-8	-3	-2	-5	0
OC(CNc1ccccc1)Cn1ccc2ccccc21 (stereo not given)	12	0	-0.8	1	3	10	1	4	2	2
Cc1c(CCOC(=O)CC23CC4CC(CC(C4)C2)C3)sc[n+]1CC(=O)c1ccccc1	-2	0	1.0	-3	-4	-12	1	3	4	-6
C#CCn1c(=NC(=O)c2cccs2)sc2cccc(OC)c21	2	0	-56	-2	4	-2	-3	-2	-3	1
COc1ccc2[nH]c3c(c2c1)CCNC3=O	12	1	0.5	-5	1	2	-4	-2	-1	2
COc1ccc(-c2ccc(-c3noc(-c4ccccc4C)n3)c(OC)n2)cc1	-10	0	-6.8	7	1	2	-1	4	-2	-3
O=C1COc2ccccc2C(c2nc3ccccc3[nH]2)N1C1CC1 (stereo not given)	-7	3	0.1	-6	0	4	1	-1	2	-2
COc1ccc(OC)c(N(CC(=O)Nc2ccc(NC(C)=O)cc2)S(C)(=O)=O)c1	-2	2	-0.4	-4	-5	-9	4	6	-2	4
COC(=O)c1[nH]c2ccccc2c1NC(=O)c1ccccc1F	3	0	-0.4	3	-7	5	2	-1	0	0
COc1ccc(/C=N/NC(=O)C2CC2)c(OC)c1OC	-5	-3	-0.2	1	3	-3	-4	12	-3	0
COc1cc(C(O)C(=O)O)ccc1O (stereo not given)	2	-2	0.0	4	-1	-10	43*	3	1	2
Cc1ccc(S(=O)(=O)NCC(=O)Nc2cccc([N+](=O)[O-])c2)cc1	-3	-4	-0.5	-7	0	2	3	-8	10	-12
Cn1c(/C=N/NC(=O)c2ccccc2Br)nc2ccccc21	-4	1	0.1	2	1	11	-5	-3	0	2
C[C@H](CO)N1C[C@H](C)[C@H](CN(C)C(=O)C2CC2)OCc2cnnn2CCCC1=O	0	5	0.1	-2	1	7	4	-8	-1	-7
O=C1CN(C(=O)c2ccco2)c2ccccc2N1	-8	-4	-0.2	2	-3	-6	-3	-1	2	1
